PLK1 PBD inh: blocks phosphopeptide binding to human PLK1 polo-box domain; P53350; Plk1 PBD binding of FITC phosphopeptide, fluorescence polarization; Potency, µM, for the others: max response, negative = inhibition, most hits filed as inhibitors; 360,000 tested, 2.8% active; further: potency means the concentration at half of the fitted maximal effect; series mostly up to about 57 µM; on the % scale 0 is the no-effect control and ±100 the full control effect; nearly all actives have a fitted effect of over 65% in size
GLP-1R agonist: activates the human GLP-1 receptor | P43220 | HEK293 GLP-1R CRE-luciferase, luminescence, 4-6 h; cells express a hypersensitive GLP-1R form | Potency, µM (top dose mostly 45.6 µM), without a hit: top-dose activation, most hits filed as activators | 380,000 tested, 0.007% active; further: potency means the concentration at half of the fitted maximal effect; % of control where 0% means no effect
EPAC1 ag: agonists of human EPAC1; O95398; EPAC1 agonist qHTS, biochemical assay; response scale: 100% = response to 6.5 mM cAMP; Potency, µM (series often up to 154 µM), for inactives: at the highest dose activation, most hits filed as activators; 360,000 tested, 0.073% active; further: potency means the concentration at half of the fitted maximal effect; nearly all actives have a fitted effect of over 60% in size
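EPAC1 100 nM, Rap1B–BODIPY-GDP 250 nM, unlabeled GDP 50 uM; compound titration; 5 min RT; kinetic read ex480/em540 at 5-min intervals ×30 min; data normalized to 6.5 mM cAMP agonist control.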
GLP-1R inv ag: inverse agonists of human GLP-1 receptor. HEK293 GLP-1R CRE-luciferase, luminescence, 24 h; GLP-1R form is constitutively active. Potency, µM (titrated, usually from 38.3 µM), for inactives: top-dose activity change, negative = inhibition, usual class: inhibitors. 410,000 tested, 1.6% active. AID 624417; further: potency means the concentration at half of the fitted maximal effect; on the % scale 0 is the no-effect control and ±100 the full control effect; nearly all actives have a fitted effect of over 55% in size
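HEK293 cells stably co-expressing a cAMP-responsive luciferase reporter and constitutively active GLP-1R were seeded, incubated 12 h, then exposed to compounds for 24 h at 37 C. Luminescence was read 12 min after detection reagent; inverse agonists lower signal.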
HEK293 tox: cytotoxicity in counter-screen for GLP-1R inverse agonists; HEK293 cAMP-luciferase reporter cells, luminescence, 24 h; Potency, µM (series often up to 38.3 µM), without a hit: at the top dose activity change, negative = inhibition, actives largely listed as inhibitors; 410,000 tested, 0.13% active;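 further: loss of luciferase light is scored as toxicity; potency means the concentration at half of the fitted maximal effect; on the % scale 0 is the no-effect control and ±100 the full control effect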
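1536-well qHTS counterscreen of the MLSMR; 200 cells/uL, 12 h pre-incubation, 23 nL cpd, 24 h at 37 deg C 5% CO2, luciferase detection reagent, 12 min RT, luminescence. Inhibition = undesired.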
IL2 activator: activators of IL-2; activation, % (series mostly up to about 46 µM); IL-2 activation reporter assay, cell-based qHTS; stimulated with anti-CD3/CD4/CD28 beads; in transgenic mouse T cells; 360,000 tested, 0.065% active; in the data active means activation above about 50%; inconclusive means mostly about 30% to 49%; further: 0% is about no effect
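EGFP and DsRed fluorescence is measured by plate cytometry in unstimulated transgenic mouse T cells exposed to compound for 60 minutes, then stimulated 18 hours at 37 degrees C with anti-CD3/anti-CD4 beads plus anti-CD28.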
PTHR1 ag: activates the human parathyroid hormone receptor PTHR1; Q03431; HEK293 GP2 PTHR1 cells, GloSensor cAMP luminescence, 1 h; Potency, µM (highest dose often 115 µM), without a hit: at the highest dose activation, most hits filed as activators; 410,000 tested, 0.075% active; further: potency means the concentration at half of the fitted maximal effect; nearly all actives have a fitted effect of over 55% in size; some results filed as inactive show a strong effect at the top dose; inactives centre near -15; many of its hits are not listed in these tables
Target sequence (Q03431 whole entry, looked up): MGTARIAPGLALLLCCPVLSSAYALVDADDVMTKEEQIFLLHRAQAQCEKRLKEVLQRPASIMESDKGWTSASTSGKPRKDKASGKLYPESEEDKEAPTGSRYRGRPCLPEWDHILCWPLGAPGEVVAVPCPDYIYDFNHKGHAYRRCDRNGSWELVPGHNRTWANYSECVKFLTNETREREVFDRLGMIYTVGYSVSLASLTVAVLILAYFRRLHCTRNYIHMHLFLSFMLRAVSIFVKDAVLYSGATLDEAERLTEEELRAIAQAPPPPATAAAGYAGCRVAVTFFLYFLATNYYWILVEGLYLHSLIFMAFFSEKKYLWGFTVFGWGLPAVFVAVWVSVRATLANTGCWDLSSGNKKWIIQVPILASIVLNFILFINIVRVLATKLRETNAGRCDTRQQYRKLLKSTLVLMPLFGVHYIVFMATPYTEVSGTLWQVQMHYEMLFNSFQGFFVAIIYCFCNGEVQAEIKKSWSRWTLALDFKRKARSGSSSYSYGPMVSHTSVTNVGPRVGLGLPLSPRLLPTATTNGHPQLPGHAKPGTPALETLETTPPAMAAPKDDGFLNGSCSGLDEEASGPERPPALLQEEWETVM
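HEK-293-derived GP2 cells expressing PTHR1 and a GloSensor cAMP reporter, 3,000/well, plated overnight, given luciferin plus IBMX (each 0.5 mM as added) for 1 h at 37 °C, then compound for 1 h at 37 °C. Luminescence was read after 15 min at room temperature.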
PI5P4K alpha inh: inhibitors of human PI5P4K alpha; max response, %; P48426; 330,000 tested, 1.2% active; PI5P4Kalpha enzyme, ADP-Glo luminescence, 60 min; hits give low values; active means max response of -50% or lower; inconclusive means between -30% and -50%; inactive means -30% or higher; further: value at the top dose of about 77 µM; on the % scale 0 is the no-effect control and ±100 the full control effect
Target sequence (P48426 whole entry, looked up): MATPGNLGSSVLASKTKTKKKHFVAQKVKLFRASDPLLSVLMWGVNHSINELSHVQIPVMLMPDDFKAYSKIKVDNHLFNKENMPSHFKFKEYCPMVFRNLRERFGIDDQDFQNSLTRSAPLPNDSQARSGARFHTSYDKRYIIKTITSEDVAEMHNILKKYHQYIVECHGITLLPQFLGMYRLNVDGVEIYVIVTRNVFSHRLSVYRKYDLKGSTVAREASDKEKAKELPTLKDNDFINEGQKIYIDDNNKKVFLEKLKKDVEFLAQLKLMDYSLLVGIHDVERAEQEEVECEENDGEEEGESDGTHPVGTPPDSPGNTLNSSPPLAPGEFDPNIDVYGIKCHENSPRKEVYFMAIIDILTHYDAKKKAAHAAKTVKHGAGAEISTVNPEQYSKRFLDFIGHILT
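Single end-point luminescence (ADP-Glo) quantified ADP from PI5P4Kalpha turnover; ATP 5 microM final, 1 h at RT, 0.1% CHAPS and 0.28 mM EGTA in HEPES pH 7.4.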
EPAC1 antag: antagonists of human EPAC1; O95398; EPAC1 GEF assay, Rap1b-BODIPY-GDP exchange fluorescence; Potency, µM (doses to about 115 µM), for inactives: at the highest dose activity change, negative = inhibition, usual class: inhibitors; 360,000 tested, 0.14% active; AID 720709;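 further: potency means the concentration at half of the fitted maximal effect; plate controls were vehicle for no effect and positive control for full effect; nearly all actives have a fitted effect of over 50% in size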
Starred values were filed as active, the others as inactive; i = inactive; ? = inconclusive; · = not tested or not shown; [ ] = another dose, or the depositor's remark. Unless noted, the call rests on the fitted dose curve; in most records, active means well fitted curve in the direction sought with a large enough effect; inconclusive means small, poorly fitted or top-dose-only effect, or another doubt; inactive means no such curve, though single readings can be large; an effect the other way counts as inactive or inconclusive. Not all compounds are listed, so the mix of outcomes need not match the whole.

canonical_smiles	PLK1 PBD inh	GLP-1R agonist	EPAC1 ag	GLP-1R inv ag	HEK293 tox	IL2 activator	PTHR1 ag	PI5P4K alpha inh	EPAC1 antag
CCCNC(=O)C1(C)CCCN(C(=O)c2ccc(OC(F)F)cc2)C1 (stereo not drawn)	-6%	-6%	-1%	-14%	1%	-0.6	-24%	5	-3%
COC(=O)c1c(NC(=O)C2C3CCC(O3)C2C(=O)O)sc2c1CCCCCC2 (stereo not drawn)	-8%	0%	-2%	-30%	-4%	-2.9	-35%	-5	-3%
COc1ccc(-c2ccc3c(c2)S(=O)(=O)c2cccc(C(=O)O)c2C3=O)cc1OC	-6%	-4%	4%	12%	-38%	6.6	-9%	-3	-2%
CCNC(=S)NNC(=O)c1csc2ccccc12	-17%	-8%	6%	33%[activator]	3%	-1.4	i	·	11%
COC(=O)Cn1ncc(N(C)Cc2ccccc2)c(Cl)c1=O	-9%	3%	8%	?	-20%	1.1	i	2	-17%
Nc1cccc(S(=O)(=O)Nc2ccccc2)c1	-6%	7%	4%	-8%	4%	-2.9	i	-7	-4%
Cc1ccc2cccc(OCCCOc3ccccc3CO)c2n1	-4%	13%	3%	?	5%	-1.7	-25%	-7	-7%
COc1ccc(-n2c(CNC(=O)c3cc(OC)c(OC)c(OC)c3)n[nH]c2=S)cc1	-8%	-7%	4%	0%	-10%	-4.0	i	·	1%
Cc1ccc2oc(-c3ccc(NC(=O)c4ccc5c(c4)OCO5)cc3)nc2c1	3%	-3%	14%	33%[activator]	2%	3.8	?	·	-5%
C=CCNc1nc(C)c(CNc2c(C)cc(C)cc2C)nc1C#N	-2%	-1%	-3%	?	-7%	0.8	-10%	8	-5%

Some entries already given, limited to EPAC1 ag, GLP-1R agonist and PTHR1 ag.
compound | EPAC1 ag | GLP-1R agonist | PTHR1 ag
COC(=O)Cn1ncc(N(C)Cc2ccccc2)c(Cl)c1=O | 8% | 3% | i
Nc1cccc(S(=O)(=O)Nc2ccccc2)c1 | 4% | 7% | i

Additional structures follow:
canonical_smiles	PLK1 PBD inh	GLP-1R agonist	EPAC1 ag	GLP-1R inv ag	HEK293 tox	IL2 activator	PTHR1 ag	PI5P4K alpha inh	EPAC1 antag
CNS(=O)(=O)c1ccc(NC(=O)c2cncc(Br)c2)cc1	-18%	9%	16%	0%	-1%	0.2	-3%	-20	-9%
Cn1c(-c2cccc(Br)c2)cnc1NCc1cccc(F)c1	·	0%	·	?	?	·	-93%	·	·
CCn1nc(C)c(CN2CCc3c([nH]c4ccccc34)C2C(C)(C)C)c1C (stereo not drawn)	-4%	5%	7%	7.1µM*	0%	-1.1	i	10	-13%
CCOc1ccc(C2C(C(=O)c3ccc(C)o3)=C(O)C(=O)N2c2nc(C)c(C(=O)OC)s2)cc1 (stereo not drawn)	?	21%	-20%	68%[activator]	2%	0.8	-35%[inhibitor]	-27	?
COc1ccc(/C(C)=N/NC(=O)CNC(=O)c2cccs2)cc1OC	-11%	2%	-6%	35%[activator]	2%	-0.2	i	-5	-9%
CCc1nc2ccccc2n1Cc1ccccc1OC	-2%	18%	1%	?	-13%	0.6	-15%	5	7%
CCOc1cccc2cc(C(=O)NCc3ccc(OC)cc3)c(=N)oc12	4%	1%	-3%	3%	6%	1.1	i	7	0%
COc1ccc(NC(=S)N(CCc2ccncc2)C(C)C)cc1Cl	?	5%	-3%	-20%	-8%	-2.9	i	3	3%
COc1ccc(-c2nc3ccc(C)cn3c2NCc2ccc3c(c2)OCO3)cc1	-1%	16%	12%	5%	-21%	1.6	-2%	1	-3%
CCOc1ncccc1C(=O)Nc1ccccc1F	-14%	32%	6%	136%[activator]	5%	-0.7	i	2	3%
COc1ccc(-c2[nH]ncc2CN2CCC(C(=O)c3ccc(F)cc3)CC2)cc1	-5%	17%	5%	?	-18%	-0.6	-10%	-10	17%
CCOc1cc(N2CCOCC2)c(OCC)cc1NC(=O)C(NC(=O)c1ccco1)C(C)C (stereo not drawn)	-9%	-5%	7%	13%	33%	-1.7	i	1	-13%
CNC(=O)C[C@H]1C(=O)N(C2CCCCC2)C[C@@H]1c1ccc(Br)cc1	-5%	8%	7%	-29%	4%	-0.5	-21%	6	5%
CC(C)Oc1ccc(C(=O)N2CCC(CCC(=O)NC3CC3)CC2)cc1	-2%	-3%	9%	17%	2%	-0.8	i	8	21%
O=C(OCc1cncs1)c1ccccc1Cl	1%	20%	-2%	7%	-9%	1.1	i	-2	0%
Cc1ccc2c(c1)-c1onc(C(=O)N3CCN(c4ccc(Cl)cc4)CC3)c1CO2	·	4%	·	2%	9%	·	-15%	·	·
O=C(CSCc1ccc([N+](=O)[O-])cc1)Nc1cccc(C(=O)Nc2ccccc2C(=O)O)c1	-7%	-1%	2%	-5%	20%	-0.1	?	·	2%
CCN(Cc1ccccc1)C(=O)c1ccc(SC)cc1OC	-6%	1%	0%	?	12%	-0.3	?	-7	-20%
COc1ccc(S(=O)(=O)CCC(=O)NCCc2ccc(S(N)(=O)=O)cc2)cc1	-16%	4%	3%	1%	78%[activator]	-1.3	-12%	0	-19%
CN(C(=O)COC(=O)c1cc2c(s1)CCCCC2)c1ccccc1	-7%	14%	8%	?	-3%	-1.1	8%	2	-13%
Oc1ccccc1C1CCCCC1c1ccccc1 (stereo not drawn)	2%	1%	12%	-22%	-3%	-3.6	-20%	1	?
CC(=O)Nc1cccc(-c2csc(C(C)(O)c3ccccc3)n2)c1 (stereo not drawn)	4%	19%	-1%	?	-4%	-0.6	i	2	1%
CC(=O)c1sc(NC(=O)COc2ccc(Cl)cc2C)nc1C	-4%	8%	1%	3%	0%	0.0	i	-6	-5%
O=C(COC(=O)COc1ccc(Cl)cc1)NC1CCCCC1	-9%	-5%	-7%	0%	17%	-1.2	i	-1	7%
COc1ccc(NC(=O)CCS(=O)(=O)c2ccc3c(c2)NC(=O)C(C)S3)cc1OC (stereo not drawn)	6.7µM*	0%	11%	4%	2%	-5.5	-2%	-16	-12%
COc1ccc(NC(=S)NCc2ccco2)cc1	-5%	-3%	-1%	-4%	0%	-5.3	-7%	-6	-3%
COc1ccc(OCc2nc(N)nc(Nc3ccccc3OC)n2)cc1	-5%	6%	11%	11%	9%	-3.1	i	-1	-6%
CC(C)C(c1nnnn1C1CCCC1)N1CCN(c2ccccc2F)CC1 (stereo not drawn)	-14%	2%	0%	-6%	5%	0.1	-5%[57.5 µM]	-1	-10%
Cc1ccc(OC(F)F)c(NC(=O)Nc2ccc3c(c2)OCO3)c1	-11%	-2%	12%	?	-9%	6.3	-21%	0	-16%
COc1ccc(S(=O)(=O)Nc2cc(S(=O)(=O)c3ccccc3)c(O)c(C)c2C)cc1	·	-3%	·	-17%	-1%	·	-10%	·	·
N#Cc1ccccc1S(=O)(=O)N1CCN(C(=O)c2ccc(-n3cncn3)c([N+](=O)[O-])c2)CC1	-3%	7%	7%	3%	11%	-4.3	i	1	5%
CCCCn1c(N)c(NCCC)c(=O)[nH]c1=O	-18%	-2%	-3%	2%	2%	0.8	-2%	-4	-3%
COc1ccc2[nH]c(=O)c(CNc3ccc(C)c(C)c3)cc2c1	-22%	2%	0%	73%[activator]	4%	-0.1	i	-13	-5%
COc1ccc2cc(C3=CC(=O)CCC3)ccc2c1	2%	12%	3%	7%	29%	-0.9	-47%[inhibitor]	3	-5%
CC(=O)Nc1cccc(C(=O)N/N=C/c2ccc(C)o2)c1	7%	-7%	10%	4%	3%	-2.0	i	1	-28%

Copied from the entries so far, 13 compounds:
canonical_smiles	PLK1 PBD inh	GLP-1R agonist	EPAC1 ag	GLP-1R inv ag	HEK293 tox	IL2 activator	PTHR1 ag	PI5P4K alpha inh	EPAC1 antag
CC(=O)c1sc(NC(=O)COc2ccc(Cl)cc2C)nc1C	-4%	8%	1%	3%	0%	0.0	i	-6	-5%
O=C(COC(=O)COc1ccc(Cl)cc1)NC1CCCCC1	-9%	-5%	-7%	0%	17%	-1.2	i	-1	7%
COc1ccc(NC(=O)CCS(=O)(=O)c2ccc3c(c2)NC(=O)C(C)S3)cc1OC (stereo not drawn)	6.7µM*	0%	11%	4%	2%	-5.5	-2%	-16	-12%
COc1ccc(NC(=S)NCc2ccco2)cc1	-5%	-3%	-1%	-4%	0%	-5.3	-7%	-6	-3%
COc1ccc(OCc2nc(N)nc(Nc3ccccc3OC)n2)cc1	-5%	6%	11%	11%	9%	-3.1	i	-1	-6%
CC(C)C(c1nnnn1C1CCCC1)N1CCN(c2ccccc2F)CC1 (stereo not drawn)	-14%	2%	0%	-6%	5%	0.1	-5%[57.5 µM]	-1	-10%
Cc1ccc(OC(F)F)c(NC(=O)Nc2ccc3c(c2)OCO3)c1	-11%	-2%	12%	?	-9%	6.3	-21%	0	-16%
COc1ccc(S(=O)(=O)Nc2cc(S(=O)(=O)c3ccccc3)c(O)c(C)c2C)cc1	·	-3%	·	-17%	-1%	·	-10%	·	·
N#Cc1ccccc1S(=O)(=O)N1CCN(C(=O)c2ccc(-n3cncn3)c([N+](=O)[O-])c2)CC1	-3%	7%	7%	3%	11%	-4.3	i	1	5%
CCCCn1c(N)c(NCCC)c(=O)[nH]c1=O	-18%	-2%	-3%	2%	2%	0.8	-2%	-4	-3%
COc1ccc2[nH]c(=O)c(CNc3ccc(C)c(C)c3)cc2c1	-22%	2%	0%	73%[activator]	4%	-0.1	i	-13	-5%
COc1ccc2cc(C3=CC(=O)CCC3)ccc2c1	2%	12%	3%	7%	29%	-0.9	-47%[inhibitor]	3	-5%
CC(=O)Nc1cccc(C(=O)N/N=C/c2ccc(C)o2)c1	7%	-7%	10%	4%	3%	-2.0	i	1	-28%
